Assay outcomes deposited in PubChem by Sanford-Burnham Center for Chemical Genomics.
DUSP3 inh = VHR1 (DUSP3) phosphatase inhibition. inhibition, % at 20 µM. recombinant VHR phosphatase, colorimetric substrate read-out. P51452. 0.7% of 50,000 active. AID 1992; in the data active = inhibition above about 60%; also: some results filed as inactive read as strong as hits
Target sequence (P51452 whole entry, looked up): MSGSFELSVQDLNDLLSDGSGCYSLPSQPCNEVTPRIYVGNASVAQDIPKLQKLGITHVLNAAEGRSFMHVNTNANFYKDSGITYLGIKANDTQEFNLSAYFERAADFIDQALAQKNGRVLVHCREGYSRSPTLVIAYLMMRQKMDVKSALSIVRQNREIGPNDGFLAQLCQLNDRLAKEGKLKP
Numbers without * were called inactive.

Preview (2 entries):
molecule	DUSP3 inh
CN1CCN(C2=NC(=O)/C(=C\c3cccc4c3OCO4)S2)CC1	2
COc1ccc(N(CC(=O)NC(C)(C)C)S(=O)(=O)c2ccc(C)cc2)cc1OC	0

All compounds of this part, repeating the preview:
molecule	DUSP3 inh
CN1CCN(C2=NC(=O)/C(=C\c3cccc4c3OCO4)S2)CC1	2
COc1ccc(N(CC(=O)NC(C)(C)C)S(=O)(=O)c2ccc(C)cc2)cc1OC	0
O=C(CN1C(=O)/C(=C\c2ccccc2F)SC1=S)Nc1ccc(C(=O)O)cc1	5
Cc1ccc(-c2cc(C(=O)O)c3cc(Br)ccc3n2)cc1	-1
COc1cc(NC(=O)c2cc(Cl)c(OC)c(Cl)c2)ccc1NC(=O)c1ccco1	-10
NC(=O)C1CCN(c2ccc(C(F)(F)F)cc2[N+](=O)[O-])CC1	-6
NC(=O)C1CCN(C(=O)c2cccc(I)c2)CC1	-4
CN(C1CCS(=O)(=O)C1)S(=O)c1ccc2ccccc2c1 (stereo not drawn)	1
CC(=Nc1ccc(N)cc1)C1=C(O)c2ccccc2C1=O	-3
C/C(=N\Nc1cc(-n2nc(C)cc2C)nc(C)n1)c1ccc(Cl)c(Cl)c1	-14
COc1ccc(C2=NN(C(=O)c3cccc([N+](=O)[O-])c3)C(c3cccc([N+](=O)[O-])c3)C2)cc1 (stereo not drawn)	-9
COC(=O)c1c(N)c(C#N)c(C)n1Cc1ccccc1	-12
Cc1ccc(S(=O)(=O)N2CCC(=O)C(C)C2)cc1 (stereo not drawn)	-14
CCOc1c(Br)cc(/C=C2/C(=O)N(c3ccc(Cl)c(C(=O)O)c3)N=C2C)cc1OC	-5
CCN(CC)c1ccc(C(=O)Nc2ccncc2)cc1	1
O=S(=O)(NCc1ccco1)c1ccc(Cl)cc1Cl	5
COc1ccc(C)cc1NC(=O)Cn1cnc2c1c(=O)n(C)c(=O)n2C	-15
O=c1nc(/C=C/c2cc([N+](=O)[O-])ccc2Cl)cc(C(F)(F)F)[nH]1	-6
CCCC1(O)CC(c2ccccc2)N(C)C(c2ccccc2)C1C (stereo not drawn)	-11
CCc1cccc(C)c1NC(=O)CSc1nc2ccccc2[nH]1	-21
Cn1cc(/C=C2/SC(=S)N(c3cccc(C(F)(F)F)c3)C2=O)c2ccccc21	7
COc1ccc(OC)c(NC(=S)NC(=O)c2ccc(Cl)cc2)c1	-12
COc1ccc(OC)c2c1C(=O)c1ccccc1C2=O	94*
CC(=O)N1CCN(Cc2ccccc2)CC1	-1
O=C(NCc1ccncc1)c1cccc(Br)c1	-9
O=C(CN(c1cccc([N+](=O)[O-])c1)S(=O)(=O)c1ccccc1)NCCSc1ccccc1	-68
O=C(COc1ccc(Cl)cc1)N1CCN(C(=O)c2cccc(F)c2)CC1	10
Cc1ccc(-c2nc3sccn3c2NC(=O)c2ccc(Cl)cc2)cc1	10
COC(=O)c1ccccc1NC(=O)C1CC(=O)N(c2ccc(Br)cc2)C1 (stereo not drawn)	1
CC1=C(C(=O)Nc2ccc(Cl)cc2)C(c2cccc([N+](=O)[O-])c2)NC(=S)N1 (stereo not drawn)	-2
CC(C)CCCC(C)CCOC(=O)CN1CCOCC1 (stereo not drawn)	4
Cc1[nH]c2ccc(Br)cc2c1CC(=O)N/N=C/c1ccc(Cl)c(Cl)c1	15
CN(C)c1ccc(/C=C/C(=O)/C=C/c2ccc(N(C)C)cc2)cc1	2
CC1=C(C#N)c2nc(N)c(C#N)c(C)c2/C1=C\c1cc([N+](=O)[O-])ccc1Cl	3
Cc1ccc(N2C(=O)/C(=C/c3cc(C)n(-c4cccnc4)c3C)C(=O)NC2=S)cc1C	9
CC1=C(C(=O)Nc2ccc(Cl)cc2)C(c2ccc(C)cc2)NC(=O)N1 (stereo not drawn)	-3
CCOC(=O)c1nc(NC(=O)c2cc3ccccc3o2)sc1C	3
O=P(CC1CCCO1)(c1ccccc1)c1ccccc1 (stereo not drawn)	-10
Cc1cc(C)nc(SC(C)C(=O)N/N=C/c2ccccc2Cl)n1 (stereo not drawn)	-40
CCOC(=O)c1c(NC(=O)c2ccccc2Cl)sc2c1CCN(C(=O)OCC)C2	-13
Cc1ccc(C)c(NC(=O)C2C3CC/C=C\CCC32)c1 (stereo not drawn)	-21
CCOC(=O)c1ccc(-c2ccc(/C=C3/SC(=S)N(CC(=O)O)C3=O)o2)cc1	36
COc1ccc(C2/C(=C(\O)c3ccc(C)cc3)C(=O)C(=O)N2CCCC(=O)O)cc1OC (stereo not drawn)	5
O=C(/C=C(/O)c1ccccc1)C(=O)Nc1ccc(Br)cc1	-4
CNc1ccc(Cl)cc1C(O)c1ccccc1 (stereo not drawn)	-36
O=C(c1c(Cl)ccc(F)c1F)N1CCN(c2ccc(Cl)cc2[N+](=O)[O-])CC1	-33
COC(=O)C1=CN(Cc2ccc(F)cc2)C=C(C(=O)OC)C1c1cc(OC)c(OC)c(OC)c1	-15
CCOC(=O)C(=CNc1cccc(C)c1C)C(=O)OCC	-12
Clc1ccc(Cn2nnc(-c3ccccc3Cl)n2)c(Cl)c1	-26
O=C(Oc1ccc(C(=S)N2CCOCC2)cc1)c1ccccc1	2
CCN(CC)C(=O)c1ccc(CN(c2ccc(OC)cc2)S(=O)(=O)c2ccccc2)cc1	18
COc1ccccc1CC(=O)N1CCc2ccccc21	19
O=[N+]([O-])c1ccc(-c2ccc(C(=S)N3CCOCC3)o2)cc1	2
O=C(Nc1cc([N+](=O)[O-])ccc1F)c1ccccc1Br	-12
O=C(c1ccccc1Cl)N1N=C(c2ccc(Cl)cc2)CC1(O)C(F)(F)F (stereo not drawn)	31
COc1ccccc1N1CCN(C(=O)C(O)(c2ccccc2)c2ccccc2)CC1	1
Cc1ccc2oc(C(=O)NCc3ccccc3)c(C)c2c1	-26
CC(C)(C)c1ccc(C(=O)Nc2ccc3[nH]c(=O)[nH]c3c2)cc1	-6
CC1(C)CC(NS(=O)(=O)c2ccc3ccccc3c2)CC(C)(C)N1	5
C(=N\N=C(\c1ccccc1)C12CN3CN(CN(C3)C1)C2)/c1cccnc1	-53

Further entries
molecule	DUSP3 inh
Cc1ccc(C(C)C)c(OCc2nnc(NC(=O)Nc3ccc(Cl)cc3)s2)c1	-10
CCOC(=O)C1CCN(C(=O)c2ccccc2NC(C)=O)CC1	17
Cn1c(O)c(C=NC2CCCC2)c(=O)n(C)c1=O	4
O=c1ccc2ccc(OCc3cccc(Cl)c3)cc2o1	3
CCOc1cc(OCC)cc(C(=O)Nc2ccc([N+](=O)[O-])cc2)c1	-11
COc1ccc(S(=O)(=O)N2CCN(C(=O)c3ccco3)CC2)cc1	-5
COc1ccc(C(=O)n2nc(C)c(Sc3ccccc3)c2C)cc1	-22
CCOc1cc(OCC)cc(C(=O)Nc2ccc(F)c([N+](=O)[O-])c2)c1	-12
O=C(O)CCN1C(=O)/C(=C2\C(=O)N(Cc3ccccc3Cl)c3ccccc32)SC1=S	3
O=C1c2ccc(-c3nc4cc(Cl)ccc4c(=O)o3)cc2C(=O)N1c1cccc([N+](=O)[O-])c1	-11
COc1cc(C2NC(=O)NC(C)=C2C(=O)Nc2ccc(C)cc2)ccc1O (stereo not drawn)	-1
COc1ccc(N(CC(=O)N2CCCC2)S(C)(=O)=O)c(OC)c1	-17
COC(=O)CN(c1cc(OC)ccc1OC)S(=O)(=O)c1ccccc1	-30
Cc1ccc(-c2cc(NC(=O)c3ccncc3)n[nH]2)cc1	7
CCOC(=O)C1=C(C)N=c2s/c(=C\C=C\c3ccccc3)c(=O)n2C1c1ccc(OC(C)=O)cc1 (stereo not drawn)	11
O=C(Nc1nc(-c2ccc3ccccc3c2)cs1)c1ccncc1	-20
O=c1/c(=C/c2cc(Br)ccc2O)sc2nc3ccccc3n12	2
CCC(=O)Nc1nc2ccccc2n1CCCN(C)C	3
COc1ccc(-c2ccc(/C=C3\C(=O)NN(c4ccc(Cl)c(Cl)c4)C3=O)o2)c([N+](=O)[O-])c1	-1
CCc1ccc(NC(=O)CC2Nc3ccccc3NC2=O)cc1 (stereo not drawn)	11
NC(=O)C(=O)NCc1ccc(Cl)cc1	-13
C=CCn1c(SCc2ccc(C(=O)OC)cc2)nc2sc(C)c(C)c2c1=O	6
O=[N+]([O-])c1ccc(CNCCc2ccc(Cl)cc2)cc1	-31
COCCN1C(=O)C(=O)/C(=C(/O)c2ccccc2)C1c1ccccc1 (stereo not drawn)	-6
COc1ccccc1CNC(=O)c1ccc(Cl)c(Cl)c1	12
OC(COc1ccccc1Cl)CN1CCN(CC(O)COc2ccccc2Cl)CC1 (stereo not drawn)	3
O=[N+]([O-])c1ccc(S(=O)(=O)Nc2ccc(Nc3ccccc3)cc2)cc1	-4
O=C(Nc1ccccc1)Nc1nnc(C23CC4CC(CC(C4)C2)C3)s1	-11
CC(C)CC(NC(=O)c1ccco1)C(=O)O (stereo not drawn)	-27
Cc1ccc(N2C(=O)NC(=O)/C(=C\c3cccc(C)c3)C2=O)cc1	6
CCCCOc1ccc(C(=S)N2CCOCC2)cc1	-1
O=C1Nc2ccccc2/C1=c1/sc2nc3ccccc3n2c1=O	4
COc1cccc(NC2=NC3(CCCC3)N=C(N)N2)c1	-8
COc1ccccc1N1CCN(C(=O)/C=C/c2ccc(C)cc2)CC1	13
CC1=NN(c2ccc(S(N)(=O)=O)cc2)C(=O)/C1=C\c1ccc(-c2cc([N+](=O)[O-])ccc2Cl)o1	-7
COc1ccc(-c2cc(C(=O)N3CCCC3)c3ccccc3n2)c(OC)c1	47
COc1cc(/C=N/n2cnnc2)cc(Br)c1OCCOc1ccc(C(C)(C)C)cc1	0
CC(=O)Nc1ccc2c(c1)C1C=CCC1C(C(=O)O)N2 (stereo not drawn)	-2
Cc1ccc(C(=O)NCC(=O)c2ccccc2)cc1	-19
CC(=O)CC(=O)Nc1ccccc1-c1ccccc1	1
CN1C(=O)NC(=O)/C(=C\c2cc3c(cc2Cl)OCO3)C1=O	-11
COC(=O)c1ccc(NC(=O)c2ccoc2C)cc1	-56
O=C(Nc1ccc2c(c1)OCO2)c1nn2c(c1Cl)NC(c1cccs1)CC2C(F)(F)F (stereo not drawn)	0
COc1ccc(-n2cnc3cc(Nc4nnc(C)c5ccccc45)ccc32)cc1	-5
NC(=O)SCC(=O)Nc1ccccc1O	14
O=C1CC(N2CCN(C(c3ccccc3)c3ccccc3)CC2)C(=O)N1c1ccc(Cl)cc1 (stereo not drawn)	-31
COc1ccccc1CNC(=O)C/C(C)=N/NC(=O)C(=O)NC(C)C	-1
COc1ccc(S(=O)(=O)N2CCN(CCN3C(=O)c4cccc5cccc(c45)C3=O)CC2)cc1[N+](=O)[O-]	-1
COc1ccc(N2C(=O)CC(Cc3ccc(Cl)cc3)C2=O)cc1 (stereo not drawn)	-11
COc1cc(/C=C2\C(=O)NC(=O)N(c3ccccc3)C2=O)c([N+](=O)[O-])cc1OC	-14
Cc1ccc(NS(=O)(=O)c2cccc([N+](=O)[O-])c2)cc1Cl	-17
CN(N)c1nc(N2CCCC2)nc(N2CCCC2)n1	-4
Cc1cc(C)n(-c2cc(N/N=C\c3ccc(N(C)C)cc3)nc(C)n2)n1	-16
COc1ccc(/C=C(\NC(=O)c2ccccc2)C(=O)N/N=C/c2ccncc2)cc1	-17
O=C(O)CC(Cc1ccc(Br)cc1)C(=O)O (stereo not drawn)	-11
CN(C)c1cc(NC(=O)CNC(C)(C)CC(C)(C)C)c2ccccc2n1	31
O=C(NNC(=S)Nc1ccccc1)c1cc(-c2ccccc2)nc2ccccc12	9
CC(C)(C)C(=O)CC(O)(c1ccccc1)C(F)(F)C(F)F (stereo not drawn)	-10
Cc1cc(Cl)ccc1OC(C)C(=O)Nc1ccc(Cl)c([N+](=O)[O-])c1 (stereo not drawn)	0
CC1CCN(CCOCCOc2cccc3ccccc23)CC1	11

3 entries drawn at random from the list so far, as already listed:
molecule	DUSP3 inh
Cc1ccc(NS(=O)(=O)c2cccc([N+](=O)[O-])c2)cc1Cl	-17
CCc1ccc(NC(=O)CC2Nc3ccccc3NC2=O)cc1 (stereo not drawn)	11
COc1cc(C2NC(=O)NC(C)=C2C(=O)Nc2ccc(C)cc2)ccc1O (stereo not drawn)	-1

Remaining list, next part
molecule	DUSP3 inh
CCc1ccccc1NC(=O)COc1cccc(C)c1	1
COC(=O)c1ccc2c(c1[N+](=O)[O-])C(=O)c1ccccc1C2=O	-2
COc1ccc(CC(=O)O/N=C(\N)c2ccccn2)cc1OC	8
CN1CCN(C(=O)c2cc3nc(-c4ccc(F)cc4)cc(C(F)(F)F)n3n2)CC1	-27
CCOc1ccc(N(CC(=O)NCCSc2ccc(Cl)cc2)S(C)(=O)=O)cc1	-11
Cc1ccc(OCC(=O)NCc2ccncc2)cc1	-4

Ordered by molecular weight (highest first): some entries from above.
molecule	DUSP3 inh
CN1CCN(C(=O)c2cc3nc(-c4ccc(F)cc4)cc(C(F)(F)F)n3n2)CC1	-27
COc1ccccc1N1CCN(C(=O)C(O)(c2ccccc2)c2ccccc2)CC1	1
O=[N+]([O-])c1ccc(-c2ccc(C(=S)N3CCOCC3)o2)cc1	2
COC(=O)c1ccc2c(c1[N+](=O)[O-])C(=O)c1ccccc1C2=O	-2
CC(C)CC(NC(=O)c1ccco1)C(=O)O (stereo not drawn)	-27

An excerpt; count on the stated rates, not on these rows.
